Screening data: PubChem BioAssay, several laboratories
NR2F2 inh: blocks human COUP-TFII nuclear receptor; inhibition, % at 8.6 µM; AID 686940; HEK293T NGFI-A luciferase reporter, luminescence; P24468; 0.7% of 370,000 active;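 active means inhibition above a per-plate cutoff, mean inhibition of test wells between control levels plus 3 SD, cut at about 38% in these data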;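 further: cells cotransfected with COUP-TFII expression vector driving the NGFI-A reporter; 0% = median of COUP-TF2 test wells and 100% = reporter-only cells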
Exocytosis inh: blocks lytic granule exocytosis; TALL-104 LAMP-1 surface exposure, flow cytometry; cells stimulated with thapsigargin and PMA; inhibition, % at 10 µM; 0.66% of 360,000 active; AID 651702;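 active means inhibition above about 55%, limit read from the data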
TLR9-MyD88 block: inhibitors of human TLR9-MyD88 binding; Q9NR96+Q99836; CHO BLA complementation TLR9-MyD88, CCF4 FRET ratio; inhibition, % at 4.98 µM; 0.21% of 340,000 active; AID 504734;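 active means inhibition above the mean over all tested compounds plus 3 SD, cut at about 21% in these data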;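 further: 0% = DMSO only wells and 100% = clavulanate BLA inhibitor control wells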
SRC3 inh: inhibitors of human steroid receptor coactivator 3 (SRC3) | Q9Y6Q9 | HEK293 GAL4-SRC3 luciferase reporter, luminescence | inhibition, % at 3.6 µM | 0.17% of 360,000 active;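 active means inhibition above a per-campaign cutoff, the mean of all compounds plus 3 SD, cut at about 60% in these data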;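 further: 0% = DMSO-treated cells and 100% = gossypol-treated cells at 36 µM; higher means less SRC3-driven luciferase light from the GAL4 reporter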
ABHD5-PLIN5 inh: blocks binding of human ABHD5 to perilipin-5; 0.78% of 360,000 active; Q00G26+Q8WTS1; Split G. princeps luciferase complementation, luminescence, 4 h; inhibition, % at 4 µM;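 active means inhibition above the mean inhibition across every tested compound plus 3 SD, cut at about 22% in these data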;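 further: 0% = DMSO only wells and the 100% control is not disclosed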
Target sequence (Q00G26 whole entry, looked up): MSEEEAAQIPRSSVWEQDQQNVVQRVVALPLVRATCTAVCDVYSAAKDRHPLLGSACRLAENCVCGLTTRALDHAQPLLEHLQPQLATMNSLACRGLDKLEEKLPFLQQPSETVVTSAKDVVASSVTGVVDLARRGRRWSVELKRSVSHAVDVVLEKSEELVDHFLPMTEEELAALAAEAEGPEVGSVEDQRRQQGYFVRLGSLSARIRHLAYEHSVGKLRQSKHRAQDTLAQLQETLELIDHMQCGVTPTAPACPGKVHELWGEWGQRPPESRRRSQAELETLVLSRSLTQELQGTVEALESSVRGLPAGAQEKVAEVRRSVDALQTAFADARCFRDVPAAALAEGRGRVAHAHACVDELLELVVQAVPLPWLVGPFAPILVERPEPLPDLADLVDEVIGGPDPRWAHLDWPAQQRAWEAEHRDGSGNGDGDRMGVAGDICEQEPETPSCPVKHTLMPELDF
Target sequence (Q8WTS1 whole entry, looked up): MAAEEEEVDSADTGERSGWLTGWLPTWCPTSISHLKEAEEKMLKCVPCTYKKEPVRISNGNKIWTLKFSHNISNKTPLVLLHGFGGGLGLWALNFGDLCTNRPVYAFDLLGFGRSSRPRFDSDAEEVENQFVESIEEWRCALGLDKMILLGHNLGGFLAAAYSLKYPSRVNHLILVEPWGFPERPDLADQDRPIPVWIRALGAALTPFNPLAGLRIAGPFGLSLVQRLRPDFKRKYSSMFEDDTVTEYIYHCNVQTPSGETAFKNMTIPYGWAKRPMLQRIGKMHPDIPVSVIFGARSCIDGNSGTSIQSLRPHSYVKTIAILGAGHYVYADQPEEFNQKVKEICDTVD
SRC2 inh: inhibits human steroid receptor coactivator 2 | HEK293 GAL4-SRC2 luciferase reporter, luminescence | inhibition, % at 9 µM | 0.17% of 370,000 active;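 active means inhibition above the mean inhibition of all tested compounds plus 3 SD, set per campaign, cut at about 52% in these data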;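 further: 0% = DMSO treated cells and 100% = cells given Gossypol at 36 µM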
NR5A2 inv ag: NR5A2 inverse agonism in reporter assay | O00482 | HEK293T StAR-luciferase reporter, LRH-1 transfected, 24 h | inhibition, % at 3.6 µM | 0.13% of 360,000 active | AID 602396;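 active means inhibition above the mean inhibition of all tested compounds plus 3 SD, cut at about 73% in these data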;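 further: 0% = DMSO wells and 100% = reporter-only cells lacking LRH-1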
NOD2 RIPK2 PPI: inhibitors of human NOD2-RIPK2 interaction | inhibition, % at 4.98 µM | 0.38% of 360,000 active | CHO BLA complementation NOD2-RIPK2, CCF4 ratio | O43353; in the data active means inhibition above about 21%;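 further: 0% = vehicle only and 100% = reference blocker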
TWEAK-Fn14 inh: blocks TWEAK-Fn14 interaction in a reporter cell assay. TWEAK-stimulated Fn14 reporter cells, luciferase luminescence, 8 h. inhibition, % at 10 µM. 2% of 360,000 active; in the data active means inhibition above about 50%
SRC1 inh: inhibits human SRC1 coactivator; inhibition, % at 3.6 µM; AID 588354; HEK293 GAL4-SRC1 luciferase reporter, luminescence; 0.12% of 360,000 active;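 active means inhibition above the campaign mean plus 3 SD, with each screening campaign given its own cutoff, cut at about 60% in these data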;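 further: 0% = DMSO treated cells and 100% = gossypol at 36 µM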
TROY NFkB inh: TROY signaling inhibition; 0.98% of 360,000 active; Q293 LMP1-TROYcd NF-kB luciferase reporter, 4 h; inhibition, % at 10 µM;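 active means compounds whose plate-normalised and pattern-corrected inhibition of the luciferase reporter signal at the single screening dose is 50% or more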
Numbers without * were called inactive; / = no result given. An excerpt (hit frequency here may not be typical).

SMILES | NR2F2 inh | Exocytosis inh | TLR9-MyD88 block | SRC3 inh | ABHD5-PLIN5 inh | SRC2 inh | NR5A2 inv ag | NOD2 RIPK2 PPI | TWEAK-Fn14 inh | SRC1 inh | TROY NFkB inh
CCN(c1ccccc1)S(=O)(=O)c1ccc(Oc2ccc([N+](=O)[O-])cc2)nc1 | 5.8 | 7.6 | -2.9 | -16.0 | 1.8 | 11.7 | 38.9 | 4.8 | 20.2 | -0.4 | 2.8
Cc1oc(/N=C/c2ccc(Cl)cc2)c(C#N)c1C | -1.1 | 3.3 | 1.7 | 5.7 | -4.6 | 4.0 | 8.4 | 3.4 | -12.7 | 2.7 | 4.9
COc1ccc(OC)c(/C=C/C(=O)Nc2cccc(S(=O)(=O)NC3=NCCCCC3)c2)c1 | -4.7 | -0.4 | 2.0 | 4.5 | 11.7 | 2.6 | -1.1 | 2.6 | -9.6 | 1.9 | 12.1
Cc1ccc(CNC(=O)[C@H](C)[C@H]2C[C@]2(C)[C@H](NC(=O)OCc2ccccc2)c2ccccc2)o1 | / | 41.7 | 4.4 | -13.1 | 12.4 | / | 20.6 | -2.6 | 7.4 | 3.4 | 2.8
CN1CCN(C(=O)CSc2ccc(C(F)(F)F)cc2[N+](=O)[O-])CC1 | 9.5 | 1.4 | 0.6 | 2.6 | 3.8 | 5.9 | -2.1 | -4.6 | 13.7 | -0.1 | 8.1
O=C(CSc1n[nH]c(-c2ccccn2)n1)Nc1cccc(Cl)c1 | -8.2 | -10.8 | -1.0 | 15.6 | -5.1 | 15.4 | 31.0 | -7.0 | 21.3 | 7.2 | 7.6
NS(=O)(=O)c1ccc(CCNC(=O)C2CCN(S(=O)(=O)c3cnc[nH]3)CC2)cc1 | -8.7 | -6.0 | 3.8 | -1.8 | -1.0 | 6.2 | 10.1 | -1.3 | 13.6 | 4.1 | 9.1
COCCNC(=O)C1(C)CCN(Cc2noc(-c3c(C)noc3C)n2)C1 (stereo not given) | / | 10.7 | / | 3.8 | 7.4 | / | -17.8 | -2.0 | 16.1 | -10.3 | -8.3
CCN1C(N(C)CCc2c[nH]c3ccccc23)=N[C@@H](c2cccc(C(F)(F)F)c2)C(C(=O)OC)=C1C | / | -9.6 | 2.7 | -15.4 | 1.3 | / | 8.8 | 7.2 | -8.9 | 5.9 | -21.3
Cc1ccc(C(=O)COC(=O)C(C)N2C(=O)C3C4CCC(C4)C3C2=O)cc1C (stereo not given) | 17.6 | -1.0 | 12.0 | 12.1 | 3.5 | -2.4 | -1.4 | -8.4 | 2.8 | 3.4 | -25.2
Cn1c(=O)c2cc(NC(=O)NCCc3cccs3)ccc2n1Cc1cccc(C(F)(F)F)c1 | 15.5 | -0.6 | / | -13.2 | -5.1 | -8.5 | 0.3 | -1.6 | 4.5 | 2.0 | -8.8
CCCCCCCCC[n+]1cccc2c3ccccc3ccc21 | / | 56.0* | 2.7 | 71.3* | 28.5* | / | 95.8* | 4.0 | 32.5 | 57.9 | 44.5
COC(=O)c1nn(-c2ccccc2)c2nnc(Cc3ccc(C)cc3)c(=O)n12 | 7.2 | -0.4 | 0.5 | -1.4 | -4.8 | -5.1 | -10.2 | 1.4 | 7.4 | 5.7 | 4.5
CCc1ccc(C2CC(c3ccc(Cl)cc3)n3nc(N)nc3N2)cc1 (stereo not given) | 4.0 | -2.7 | 1.6 | -3.4 | -3.2 | 19.7 | -16.8 | -0.7 | -18.0 | -21.4 | 2.6
CSCCC(NC(N)=O)C(=O)Nc1cccc(S(=O)(=O)N2CCOCC2)c1 (stereo not given) | 16.1 | 2.5 | 4.3 | 11.1 | 7.3 | -17.1 | 4.0 | -15.4 | 0.3 | 2.9 | -7.8
O=C(NCc1n[nH]c(=S)n1Cc1ccccc1)c1ccccc1 | -2.6 | -0.2 | -8.3 | 16.8 | -5.6 | -22.7 | -8.7 | 0.6 | 13.2 | -12.0 | 2.8
COCCCNC(=O)Cc1c(C)c2cc3c(cc2oc1=O)OC(C)(C)CC3 | 4.7 | -8.8 | 11.3 | -4.2 | -2.1 | -44.0 | -11.6 | -5.1 | 9.7 | -10.9 | -1.3
Cc1ccc(N2CCN(C(=O)c3cccc([N+](=O)[O-])c3)CC2)cc1Cl | 5.4 | 1.7 | 12.9 | 5.5 | -1.2 | 13.2 | 7.0 | 2.1 | 6.4 | -8.6 | -9.6
CC(C)C(=O)Nc1cccc(C(=O)Nc2cc([N+](=O)[O-])ccc2F)c1 | -8.6 | -0.1 | 6.6 | 10.0 | -0.8 | -8.9 | -16.6 | -0.7 | 4.9 | -5.2 | -27.9
O=C(CCN1C(=O)COc2ccccc21)NCCN1CCN(c2cccc(Cl)c2)CC1 | -0.6 | 5.9 | -1.2 | 2.4 | 10.5 | 12.7 | -8.0 | 3.8 | -15.2 | 13.8 | 14.4
COc1ccc(C(=O)COC(=O)CNS(=O)(=O)c2ccc(C)cc2)cc1 | -4.9 | 0.0 | -2.4 | -4.8 | -2.3 | -8.0 | 13.5 | 1.9 | -9.6 | -0.2 | 7.7
Nc1n[nH]c2c1C1(CCCCC1)Cc1ccccc1-2 | 8.1 | -5.2 | 1.7 | 12.9 | -3.4 | 2.9 | 11.5 | 7.5 | -16.8 | 10.5 | 3.9
CCCCNC(=O)CN1C(=O)CSc2ccc(S(=O)(=O)N3CCOCC3)cc21 | -13.1 | -5.5 | 3.0 | -8.1 | 8.1 | 3.9 | 9.2 | 5.2 | 7.2 | -2.5 | -4.3
c1ccc(CN2CCC(Nc3nc(-c4cccs4)nc4ccccc34)CC2)cc1 | 16.1 | 24.8 | 3.2 | 0.9 | 17.1 | -9.9 | 9.2 | 9.9 | -39.6 | 22.0 | 20.4
COc1ccc(C(=O)NCc2nnc(SCC(=O)Nc3nnc(C)s3)o2)cc1OC | -2.9 | 3.9 | 2.6 | 8.2 | -0.6 | 20.2 | 13.3 | -9.6 | 3.1 | 3.3 | -1.3

Part of the list above, reduced to ABHD5-PLIN5 inh.
molecule	ABHD5-PLIN5 inh
Cc1ccc(C(=O)COC(=O)C(C)N2C(=O)C3C4CCC(C4)C3C2=O)cc1C (stereo not given)	3.5
Cn1c(=O)c2cc(NC(=O)NCCc3cccs3)ccc2n1Cc1cccc(C(F)(F)F)c1	-5.1
CCCCCCCCC[n+]1cccc2c3ccccc3ccc21	28.5*

(cont.)
SMILES | NR2F2 inh | Exocytosis inh | TLR9-MyD88 block | SRC3 inh | ABHD5-PLIN5 inh | SRC2 inh | NR5A2 inv ag | NOD2 RIPK2 PPI | TWEAK-Fn14 inh | SRC1 inh | TROY NFkB inh
CSc1nc2ccccc2n1CC(=O)Nc1c(C)n(C)n(-c2ccccc2)c1=O | -10.8 | -2.1 | 3.3 | 14.4 | -3.8 | 4.4 | -16.0 | -6.5 | 14.4 | 12.1 | 9.1
O=C(NC1CCS(=O)(=O)C1)c1cccc(S(=O)(=O)N2CCCC2)c1 (stereo not given) | -8.7 | 4.8 | -2.9 | 12.7 | 1.9 | -1.1 | -15.7 | 2.5 | -0.7 | 11.1 | -17.5
Cc1nc2nc(SCC(=O)Nc3cccc(F)c3)[nH]c2cc1Br | -13.6 | 23.6 | 0.8 | 12.2 | -1.1 | -16.3 | 0.8 | -11.3 | 17.4 | -13.1 | 49.3
Cc1cccc(C(C)C)c1NC(=O)CSc1ncnc2[nH]ncc12 | 10.2 | 1.8 | 8.7 | 1.9 | -0.2 | 10.4 | 9.0 | 2.7 | 2.0 | 0.8 | -8.2
CCc1c(C#N)c(SCCC(=O)Nc2ccc(OC)cc2)nc2c1C(=O)CC(C)(C)C2 | -0.6 | -0.6 | 0.9 | -51.8 | -0.4 | 2.1 | 11.6 | -16.2 | -11.6 | -1.4 | 0.1
CN(CC(=O)Nc1ccccc1Br)C(=O)C(Cc1ccccc1)NC(=O)c1ccccc1 (stereo not given) | 4.0 | -0.8 | 2.2 | 5.5 | -2.4 | 5.8 | 4.5 | 6.2 | 8.5 | -30.5 | 17.7
Cc1ccc(S(=O)(=O)N2CC3C(=O)C[C@@H](c4ccccc4Cl)N(S(=O)(=O)c4ccc(C)cc4)C3CC2c2ccccc2)cc1 (stereo not given in full) | -1.8 | 5.0 | / | / | 7.8 | -4.0 | -32.8 | 1.1 | / | / | /
Cc1ccc(CNC(=O)Cn2cnc3c(NC(=O)OCc4ccccc4)ncnc32)o1 | -6.7 | -6.8 | 0.5 | -6.2 | -6.5 | -6.1 | 27.4 | -4.3 | 8.5 | -12.4 | 9.5
COc1ccc(N(CC(=O)NC2CCCCC2)C(=O)CNC(=O)c2ccco2)c(OC)c1 | -13.0 | 3.8 | 4.9 | -5.5 | 1.1 | 19.6 | 3.9 | -13.1 | -0.2 | -9.1 | -8.3
COC(CNc1ccc([N+](=O)[O-])c(NCC(OC)OC)c1C#N)OC | -38.1 | 6.7 | -1.3 | 13.1 | 2.6 | -15.5 | 14.1 | -0.3 | -15.2 | -2.3 | 9.1
CCOC(=O)[C@]12CCC=C1N(Cc1cccc3ccccc13)C(=O)[C@H](CC(=O)NCc1cccc(C(F)(F)F)c1)C2 | 9.7 | 12.8 | / | / | 18.9 | 4.0 | 8.5 | -12.8 | 13.4 | / | 20.2
CCOC(=O)N1CCC(N2Cc3cccc(C(=O)Nc4ccc(OC)c(OC)c4)c3C2=O)CC1 | 29.4 | -0.4 | 19.9 | -7.8 | -0.9 | 0.7 | 10.5 | -6.9 | 1.5 | -47.1 | 4.3
CCCC(CCC)n1[nH]c(=O)c2c(C)cc(C)nc21 | -16.0 | 0.1 | -8.4 | -13.9 | 3.5 | -35.2 | -8.4 | -3.7 | 21.1 | -14.1 | -16.6
COC(=O)NNC(=O)Cc1cccc2ccccc12 | 3.5 | 4.5 | 0.7 | 17.0 | 0.5 | 5.1 | -13.5 | -4.0 | 8.9 | -1.5 | -10.3
CCS(=O)(=O)N1CCC(NC(=O)C2CCCCC2)CC1 | -12.4 | 0.3 | 9.6 | 2.3 | 0.5 | -35.2 | 16.0 | -7.7 | 1.7 | 7.2 | -7.9
O=C1C2C3C=CC(C3)C2C(=O)N1c1ccc2ccccc2c1 (stereo not given) | 9.9 | -1.0 | -6.4 | -3.1 | -1.9 | 3.5 | 2.8 | -2.4 | -20.4 | 0.1 | -3.7
COc1ccc(CNC(=O)C2CCCN(S(=O)(=O)c3ccc4c(c3)CCCN4C(C)=O)C2)cc1 (stereo not given) | 13.7 | -2.8 | -3.0 | 7.4 | -0.5 | 17.6 | 0.8 | -1.6 | 7.7 | -7.8 | 10.1
Cc1c(CCC(=O)O)c(=O)oc2cc3occ(-c4ccccc4)c3cc12 | 16.5 | 1.4 | 4.9 | 14.3 | 3.4 | 28.7 | 2.6 | -14.6 | 23.3 | -0.1 | 35.1
CC1(C)COC(Cn2c3ccccc3c3ccccc32)O1 (stereo not given) | 13.4 | 5.2 | 0.1 | 13.6 | 0.8 | 10.4 | 15.3 | -0.5 | -2.0 | -8.7 | 7.5
COc1ccc(CN2CCNC(=O)C2CC(=O)N2CCCCO2)c(OC)c1 (stereo not given) | 3.9 | 1.6 | 6.3 | -8.1 | 0.7 | -7.4 | 13.6 | -0.2 | -3.8 | 1.5 | 9.4
